# PI4K2A block: PI4K2A (human) kinase inhibition. purified PI4K2A, ADP-Glo luminescence, 1 h; hits give low values. 0.13% of 420,000 active. AID 1346378. Q9BTU6. activity change, negative = inhibition, % at 76.9 µM; in the data active means activity change below about -50%; inconclusive means mostly about -30% to -49%;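 further: -100% = wells without enzyme as full effect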
#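 PI4K2A activity was measured by ADP-Glo luminescence: enzyme (4 ug/mL stock) and phosphatidylinositol (1.2 mM stock) in Tris pH 7.5/MgCl2/EGTA/Triton X-100 buffer were reacted with ATP (300 microM stock) for one hour at ambient temperature.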
# D2 ag: agonists of human D2 dopamine receptor; HEK293 T-REx D2 cells, calcium flux agonist mode; activation, % at 2 µM; 0.53% of 340,000 active;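 active means activation over 3 SD above normal in the single-dose calcium agonist read, cut at about 30% in these data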; further: 0% is about no effect
#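 Tetracycline-induced HEK293 T-REx cells with force-coupled D2 receptor, plated overnight at 30 C, loaded with no-wash calcium dye. After a 10 s baseline, compound was pin-added and calcium flux read kinetically for 180 s; calcium rises flagged agonists.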
# TRHR agonist: TRH receptor (human) agonism; TRHR cells, calcium flux fluo-8, FDSS agonist mode; 0.18% of 360,000 active; activation, % at 2 µM; P34981; in the data active means activation above about 30%; further: 0% is about no effect
#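 Read-out: compound-evoked intracellular calcium rise in TRHR cells, fluo-8 dye, kinetic FDSS fluorescence at 1 s/cycle following a 10-cycle baseline. Cells cultured overnight before dye loading (30 min–1.5 h, RT).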
# TrxR1 inh: inhibitors of rat thioredoxin reductase 1 | recombinant rTrxR1, NADPH fluorescence consumption, selenite substrate | Potency, µM (highest dose often 114 µM), for inactives: top-dose activity change, negative = inhibition, actives largely listed as inhibitors | 1% of 390,000 active | AID 588453; further: potency means the concentration at half of the fitted maximal effect; on the % scale 0 is the no-effect control and ±100 the full control effect; nearly all actives have a fitted effect of over 65% in size
#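 Rat TrxR1 (90 nM in the dispensed reagent) was pre-reduced with 400 uM NADPH for 5 min at room temperature, then incubated with compound for 15 min. After 400 uM selenite was added, NADPH fluorescence (Ex 340/Em 450 nm) was followed for 8 min.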
# TrxR1 substrate: rat thioredoxin reductase 1 substrate activity; O89049; purified TrxR1 substrate turnover, NADPH consumption readout; Potency, µM (series often up to 114 µM), inactives show at the highest dose activity change, negative = substrate turnover; 0.01% of 390,000 active; AID 588456; further: potency means the concentration at half of the fitted maximal effect; on the % scale 0 is the no-effect control and ±100 the full control effect; nearly all actives have a fitted effect of over 50% in size
#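 Rat TrxR1, dispensed at 90 nM, was prereduced with 400 uM NADPH (final) for 5 min at ~22 deg C, then incubated with compound 15 min before 400 uM selenite. A first-read NADPH fluorescence drop versus no-compound background flagged substrates.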
# USP1 inh: blocks the human USP1/UAF1 deubiquitinase complex | O94782 | Potency, µM (titrated, usually from 57.1 µM), for the others: top-dose activity change, negative = inhibition, hits mostly inhibitors | 0.23% of 390,000 active | recombinant USP1/UAF1, Ub-Rhodamine cleavage fluorescence; further: potency means the concentration at half of the fitted maximal effect; on the % scale 0 is the no-effect control and ±100 the full control effect; nearly all actives have a fitted effect of over 60% in size; inactives centre near -12
# Target sequence (O94782 whole entry, looked up): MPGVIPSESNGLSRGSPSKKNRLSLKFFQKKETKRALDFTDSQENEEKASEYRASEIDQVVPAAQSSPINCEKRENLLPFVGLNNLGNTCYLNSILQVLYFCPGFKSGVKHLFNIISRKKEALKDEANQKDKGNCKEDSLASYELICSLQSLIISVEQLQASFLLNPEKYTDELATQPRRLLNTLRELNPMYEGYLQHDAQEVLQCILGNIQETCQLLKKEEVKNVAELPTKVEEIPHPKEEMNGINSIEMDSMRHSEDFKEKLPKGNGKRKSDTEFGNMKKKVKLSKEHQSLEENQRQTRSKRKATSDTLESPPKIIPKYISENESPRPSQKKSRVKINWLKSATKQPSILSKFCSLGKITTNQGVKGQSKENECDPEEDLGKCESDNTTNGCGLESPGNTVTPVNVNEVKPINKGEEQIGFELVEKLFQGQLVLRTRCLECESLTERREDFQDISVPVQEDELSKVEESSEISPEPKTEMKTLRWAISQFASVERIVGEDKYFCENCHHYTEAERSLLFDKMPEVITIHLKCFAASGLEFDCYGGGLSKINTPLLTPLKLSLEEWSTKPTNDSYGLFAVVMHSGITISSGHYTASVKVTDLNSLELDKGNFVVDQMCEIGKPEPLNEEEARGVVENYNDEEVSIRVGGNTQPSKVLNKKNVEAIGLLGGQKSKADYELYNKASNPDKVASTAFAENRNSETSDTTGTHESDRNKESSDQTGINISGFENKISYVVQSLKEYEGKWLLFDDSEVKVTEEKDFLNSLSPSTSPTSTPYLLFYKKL
#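 Step one: compound is pinned into 1nM USP1/UAF1 in HEPES pH 7.8 buffer with TCEP. Step two: 15 min room-temperature incubation. Step three: Ub-Rho (150nM final) starts cleavage, tracked by fluorescence over six one-minute reads.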
# D2 antagonist: antagonizes the human D2 dopamine receptor; P14416; HEK293 TREx D2 cells, calcium flux, dopamine EC80; inhibition, % at 10 µM; 2% of 340,000 active; AID 485344; in the data active means inhibition above about 30%; further: 0% is about no effect
#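 In this primary screen, negative modulation is detected by tracking calcium flux after an EC80 dopamine challenge in inducible HEK293 T-REx D2 cells preexposed to test compound for 180 s.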
# mIDH1 inhibitor: blocks human mutant IDH1 R132H enzyme; IDH1-R132H enzyme, NADPH consumption, diaphorase/resazurin fluorescence; O75874; 0.093% of 390,000 active; Potency, µM (series often up to 76.6 µM), for the others: top-dose activity change, negative = inhibition, hits mostly inhibitors; further: potency means the concentration at half of the fitted maximal effect; on the % scale 0 is the no-effect control and ±100 the full control effect; nearly all actives have a fitted effect of over 65% in size
#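 IDH1-R132H (0.5 ug/mL dispensed) in pH 7.5 Tris buffer was preincubated 30 min with compound, then given a substrate mix of 0.016 mM NADPH and 2 mM alpha-KG for 80 min at room temperature; remaining NADPH was read by diaphorase/resazurin fluorescence.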
# TRHR enhancer: allosterically enhances the human TRH receptor | P34981 | TRHR cells, fluo-8 calcium fluorescence, EC20 TRH enhancement | enhancement, % at 2 µM | 0.66% of 360,000 active | AID 493056; in the data active means enhancement above about 30%; further: 0% is about no effect
#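 TRHR-expressing cells loaded with fluo-8 calcium dye were read kinetically (ex 480/em 530) during compound addition, then stimulated with an EC20 of TRH (10 nM final). Enhancement of the Gq-mediated intracellular calcium response was scored.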
# Numbers without * were called inactive; ? = inconclusive; . = no result given; [ ] = remark or other dose. Unless noted, the call rests on the fitted dose curve; in most records, active means well fitted inhibition curve with a large enough effect; inconclusive means small, poorly fitted or top-dose-only effect; inactive means no such curve, though single readings can be large or run the other way.
(1) Cc1ccc(S(=O)(=O)C2(C(=O)N3CCCCC3C)CC2)cc1 (stereo not given)
(2) Cc1occc1C(=O)NNC(=S)NCc1ccccc1
(3) COc1cc(NC(=O)CSc2nncn2C)cc(OC)c1OC
(4) CCC(C)c1ccccc1N1CC(C(=O)Nc2ccc(C)c(S(=O)(=O)N3CCOCC3)c2)CC1=O (stereo not given)
(5) O=C(O)CCSCC(=O)c1ccc2c(c1)OCCO2
(6) CCCCCCCOc1ccc(-c2ccc(C#N)cn2)cc1
Compound	1	2	3	4	5	6
PI4K2A block	6	0	3	-3	1	-3
D2 ag	0.6	0.1	0.2	-0.3	0.0	.
TRHR agonist	0.1	0.4	-0.5	-0.5	-0.3	0.2
TrxR1 inh	-10%[57.1 µM]	-2%	11%	10%	?	5%[57.1 µM]
TrxR1 substrate	-1%[57.1 µM]	4%[0.457 µM]	2%	-2%	1%	71%
USP1 inh	9%	2%	-11%	-20%	0%	-18%
D2 antagonist	-14	-6	-14	-10	-2	.
mIDH1 inhibitor	-4%	1%	2%	1%	-6%	4%
TRHR enhancer	1	0	-8	1	22	-1

(7) Cc1ccccc1C(=O)Nc1ccc2nc(SCCOc3ccccc3)sc2c1
(8) C/C(=N\Nc1cc(Cl)nc(C)n1)c1ccc(Cl)c(Cl)c1
(9) Cc1ccc(Cl)cc1NC(=S)N(Cc1cccs1)C1CCCC1
(10) N#Cc1ccc(C(=O)N2CCN(S(=O)(=O)c3ccc(Br)s3)CC2)cc1
(11) COc1ccccc1NC(=S)NCc1ccc2c(c1)OCO2
(12) CCC1CCCCN1CCCNC(=O)CN1C(=O)COc2ccc(S(=O)(=O)N3CCC(C)CC3)cc21 (stereo not given)
Compound	7	8	9	10	11	12
PI4K2A block	-2	-6	17	-2	-1	-1
D2 ag	3.0	-0.1	.	2.1	-0.2	-1.2
TRHR agonist	0.9	-0.4	0.0	0.0	0.0	0.2
TrxR1 inh	15%	7%[57.1 µM]	23%[11.4 µM]	2%	-21%	12%
TrxR1 substrate	8%	3%[57.1 µM]	2%[11.4 µM]	-4%	-13%	4%
USP1 inh	-17%	-6%	-18%	-26%	-12%	-18%
D2 antagonist	.	-15	.	-18	-8	-15
mIDH1 inhibitor	0%	-1%	1%	-5%	6%	-8%
TRHR enhancer	3	4	-4	2	1	2

# Another view of some results above.
# Order of results – PI4K2A block	D2 ag	TRHR agonist	TrxR1 inh	TrxR1 substrate	USP1 inh	D2 antagonist	mIDH1 inhibitor	TRHR enhancer
10: N#Cc1ccc(C(=O)N2CCN(S(=O)(=O)c3ccc(Br)s3)CC2)cc1
→ -2	2.1	0.0	2%	-4%	-26%	-18	-5%	2
9: Cc1ccc(Cl)cc1NC(=S)N(Cc1cccs1)C1CCCC1
→ 17	.	0.0	23%[11.4 µM]	2%[11.4 µM]	-18%	.	1%	-4
7: Cc1ccccc1C(=O)Nc1ccc2nc(SCCOc3ccccc3)sc2c1
→ -2	3.0	0.9	15%	8%	-17%	.	0%	3
12: CCC1CCCCN1CCCNC(=O)CN1C(=O)COc2ccc(S(=O)(=O)N3CCC(C)CC3)cc21 (stereo not given)
→ -1	-1.2	0.2	12%	4%	-18%	-15	-8%	2
11: COc1ccccc1NC(=S)NCc1ccc2c(c1)OCO2
→ -1	-0.2	0.0	-21%	-13%	-12%	-8	6%	1

# More entries.
(13) COc1ccc(OC)c(C2C(C(=O)Nc3ccc(C)cc3)=C(C)Nc3nnnn32)c1 (stereo not given)
(14) OC(COc1ccc2c(c1)CCC2)CN1CCN(c2ccccc2F)CC1 (stereo not given)
(15) CCCCCc1cc(=O)oc2c(C(CCN3CCCC(C)C3)c3ccc(OC)cc3)c(OC)cc(OC)c12 (stereo not given)
(16) CC1(c2ccc(OC(F)F)cc2)NC(=O)N(CC(=O)Nc2ccc3c(c2)OCO3)C1=O (stereo not given)
(17) Cc1ccc(NC(=O)CN(C)C(=O)COC(=O)c2ccc(NC(=O)CC#N)cc2)cc1
(18) NC(Cc1cccc2nsnc12)C(=O)O (stereo not given)
Compound	13	14	15	16	17	18
PI4K2A block	1	-2	4	2	5	-19
D2 ag	.	0.7	0.9	1.1	.	-1.0
TRHR agonist	-1.3	0.1	0.0	8.4	.	-0.6
TrxR1 inh	29%[57.1 µM]	14%	14%	21%	-2%	?
TrxR1 substrate	-1%[57.1 µM]	4%	10%	-3%	-7%	2%
USP1 inh	-12%	-19%	-4%	-5%	4%	-19%
D2 antagonist	.	-21	-15	0	.	-10
mIDH1 inhibitor	10%	5%	7%	2%	-8%	4%
TRHR enhancer	3	-1	16	-6	.	5

(19) Cc1ccc(SCCNC(=O)c2ccc(C)c([N+](=O)[O-])c2)cc1
(20) O=c1c2c3nc4ccccc4nc3n(-c3ccc4c(c3)OCCO4)c2ncn1CC1CCCO1 (stereo not given)
(21) COC(=O)COc1ccc(S(=O)(=O)NCc2cccnc2)cc1
(22) Cc1cc(C(=O)OCC(=O)N2CCc3ccccc32)c(C)o1
(23) CC(=O)c1ccc(N2CCN(C(=O)Cc3n[nH]c(=O)c4ccccc34)CC2)cc1
(24) COc1cccc(C(=O)NCc2ccccc2OC)c1
Compound	19	20	21	22	23	24
PI4K2A block	-3	.	2	4	-1	-2
D2 ag	-0.1	0.2	0.5	0.0	1.7	1.0
TRHR agonist	3.2	-0.6	0.3	-0.5	0.0	0.0
TrxR1 inh	4%	.	19%	-12%	8%[57.1 µM]	1%
TrxR1 substrate	-2%	.	8%	-5%	-3%[57.1 µM]	5%
USP1 inh	-14%	.	?	2%	-7%	-5%
D2 antagonist	-9	-12	12	7	11	-10
mIDH1 inhibitor	5%	.	2%	2%	4%	1%
TRHR enhancer	-2	3	-8	0	12	-2

(25) COc1ccc(-c2cc(Nc3ccccc3NC(=O)C(F)(F)F)n(CCC#N)n2)cc1
(26) COC(=O)c1ccc(C(=O)OC)c(NC(=O)CN(c2ccc3c(c2)OCO3)S(C)(=O)=O)c1
(27) COc1cc(OC)c(NC(=O)c2nnn(Cc3ccc(C)cc3)c2N)cc1Cl
(28) O=C(NCc1cccnc1)/C(=C/c1ccco1)NC(=O)c1ccccc1
(29) COC(=O)c1ccc(NC(=O)c2ccc(N(C)S(C)(=O)=O)cc2)cc1
(30) CCNCC(=O)N1c2ccccc2CCc2ccc(NC(=O)OC(C)C)cc21
Compound	25	26	27	28	29	30
PI4K2A block	-5	-1	0	3	-3	12
D2 ag	.	5.8	7.2	1.0	-0.1	1.3
TRHR agonist	2.5	0.4	4.1	-0.2	1.1	1.6
TrxR1 inh	-3%	4%	9%	-14%	11%	-7%
TrxR1 substrate	-6%	7%[57.1 µM]	-5%	-8%	1%	-7%
USP1 inh	-12%	0%	-19%	-5%	-26%	-13%
D2 antagonist	.	-5	.	-4	-3	-1
mIDH1 inhibitor	0%	7%	1%	14%	-4%	-4%
TRHR enhancer	-4	6	-8	15	-3	0

# Looked up one by one from the entries so far:
(2) Cc1occc1C(=O)NNC(=S)NCc1ccccc1
(8) C/C(=N\Nc1cc(Cl)nc(C)n1)c1ccc(Cl)c(Cl)c1
Compound	2	8
PI4K2A block	0	-6
D2 ag	0.1	-0.1
TRHR agonist	0.4	-0.4
TrxR1 inh	-2%	7%[57.1 µM]
TrxR1 substrate	4%[0.457 µM]	3%[57.1 µM]
USP1 inh	2%	-6%
D2 antagonist	-6	-15
mIDH1 inhibitor	1%	-1%
TRHR enhancer	0	4

# Remaining list, next part:
(31) Cc1ccc(C)c(NC(=O)C2CC3c4ccccc4C2c2ccccc23)c1 (stereo not given)
(32) Cc1oc(-c2ccccc2)nc1C(=O)N1CCN(c2ccc(F)cc2)CC1
(33) NC(N)=NN=C1CCCCCCCCCCC1
(34) Cc1ccc(N(CC(=O)N2CCn3c2nc2ccccc23)S(=O)(=O)c2c(C)n[nH]c2C)cc1
(35) Cc1cc(-c2ccc(C(C)C)c(S(=O)(=O)N3CC(=O)Nc4ccccc43)c2)on1
(36) COc1ccc(CCNC(=O)C2CCCN(S(=O)(=O)c3ccc(OC)cc3)C2)cc1 (stereo not given)
Compound	31	32	33	34	35	36
PI4K2A block	2	2	7	-2	2	-2
D2 ag	-0.4	2.6	1.5	-0.5	-0.7	.
TRHR agonist	0.6	-0.1	1.6	0.1	-0.1	-0.2
TrxR1 inh	29%[57.1 µM]	6%[57.1 µM]	25%	1%	-14%	9%
TrxR1 substrate	20%[57.1 µM]	4%	0%	-2%	-15%	-1%
USP1 inh	-5%	-20%	-15%	-5%	-13%	-3%
D2 antagonist	3	-5	22	0	7	.
mIDH1 inhibitor	9%	-2%	7%	-4%	1%	2%
TRHR enhancer	-3	-2	12	5	-2	14

(37) CCc1cc2c(cc3c(=O)n(CCCC(=O)NCc4cccc(Cl)c4)ncn32)s1
(38) CC1=C(C#N)C(c2ccc(O)cc2)C(C#N)=C(C)N1
(39) CC1CCc2nn(CC(=O)NCCCN3CCCCC3)cc2C1 (stereo not given)
(40) CCc1ccc(/C=C2\SC(=S)N(CCC(=O)NC3=NCCS3)C2=O)cc1
(41) CN(CC(=O)NCc1ccncc1)S(=O)(=O)c1ccc2ccccc2c1
(42) COc1ccc(-c2cc3nc(C)c(CCC(=O)N4CCN(c5cccc(Cl)c5)CC4)c(C)n3n2)c(OC)c1
(43) CCOc1ccc(-c2cccc(NS(=O)(=O)c3ccc([N+](=O)[O-])cc3)c2)nn1
Compound	37	38	39	40	41	42	43
PI4K2A block	-1	-1	1	.	3	-1	5
D2 ag	0.3	0.6	3.3	0.3	0.4	0.3	-0.5
TRHR agonist	0.6	0.6	-0.8	1.0	-0.4	0.5	-1.2
TrxR1 inh	17%	6%[57.1 µM]	12%[57.1 µM]	.	5%	97%[activator]	4%
TrxR1 substrate	7%	4%	13%[57.1 µM]	.	2%	72%[activator]	-1%
USP1 inh	-24%	-4%	-17%	.	-10%	-10%	-16%
D2 antagonist	.	12	-23	-5	-9	.	-5
mIDH1 inhibitor	-4%	8%	2%	.	4%	1%	7%
TRHR enhancer	15	-8	1	2	16	4	-6

# Compound activity deposited in PubChem BioAssay by National Center for Advancing Translational Sciences (NCATS).
